Compound activity (PubChem)
bovine MsrA act: activators of bovine methionine sulfoxide reductase A. activation, % at 10.6 µM. purified bovine MsrA, absorbance read-out. 0.3% of 360,000 active; in the data active = activation above about 7.5%;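 note: 0% = vehicle and 100% = reference activator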
FAS TE block: blocks the thioesterase domain of human fatty acid synthase; AID 602261; recombinant FAS-TE, OMFH fluorogenic substrate, fluorescence endpoint; 0.67% of 360,000 active; P49327; inhibition, % at 15 µM;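 active = compounds whose normalised, plate-corrected inhibition of enzyme fluorescence in the single-dose primary screen is 50% or more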;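 note: 0% = DMSO with enzyme and 100% = substrate without enzyme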
MLLE-PAM2 inh: inhibitors of microRNA-mediated deadenylation, human PABP1 MLLE binding. 0.36% of 360,000 active. P11940. AID 588489. inhibition, % at 20 µM. GST-MLLE / FITC-PAM2 fluorescence polarization; in the data active = inhibition above about 35%, passing the limit was not always enough;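 note: plate controls were DMSO wells with GST-MLLE for no effect and wells lacking GST-MLLE protein for full effect; some results filed as inactive read as strong as hits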
Target sequence (P11940 whole entry, looked up): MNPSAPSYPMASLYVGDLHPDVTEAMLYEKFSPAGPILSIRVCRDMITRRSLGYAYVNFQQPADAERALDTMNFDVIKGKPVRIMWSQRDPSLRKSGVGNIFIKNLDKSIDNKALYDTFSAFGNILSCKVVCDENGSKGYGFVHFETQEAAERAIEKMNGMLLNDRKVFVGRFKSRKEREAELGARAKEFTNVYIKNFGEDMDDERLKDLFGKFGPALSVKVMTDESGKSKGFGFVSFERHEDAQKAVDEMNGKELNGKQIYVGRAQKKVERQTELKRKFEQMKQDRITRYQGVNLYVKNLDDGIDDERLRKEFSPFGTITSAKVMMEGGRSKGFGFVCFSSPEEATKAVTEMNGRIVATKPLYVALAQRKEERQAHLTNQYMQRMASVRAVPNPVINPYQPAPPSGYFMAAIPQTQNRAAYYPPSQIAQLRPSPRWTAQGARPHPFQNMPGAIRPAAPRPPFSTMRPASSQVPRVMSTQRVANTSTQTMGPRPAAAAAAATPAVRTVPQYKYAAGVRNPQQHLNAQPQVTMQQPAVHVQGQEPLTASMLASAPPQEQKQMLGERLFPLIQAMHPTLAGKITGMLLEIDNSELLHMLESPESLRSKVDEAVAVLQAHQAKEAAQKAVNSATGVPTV
eLon inh: inhibitors of E. coli Lon protease; purified E. coli Lon protease, fluorescence polarization; inhibition, % at 7.94 µM; 0.42% of 360,000 active; in the data active = inhibition above about 13%, passing the limit was not always enough;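 note: 0% = enzyme with probe and DMSO and 100% = no enzyme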
Rin1 Abl inh: blocks binding of human Rin1 to Abl; TR-FRET Rin1/Abl binding, biochemical; inhibition, % at 7.35 µM; AID 588664; 0.4% of 360,000 active; P00519+Q13671; in the data active = inhibition above about 5%, passing the limit was not always enough
MsrA inhibitor: inhibitors of bovine MsrA; purified bovine MsrA, absorbance read-out; inhibition, % at 15.5 µM; 0.75% of 360,000 active; AID 651718; in the data active = inhibition above about 4.5%;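 note: 0% = vehicle wells with enzyme and 100% = reference inhibitor wells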
TbMetRS inhib: Trypanosoma brucei MetRS inhibition; purified T. brucei MetRS, ATP depletion, Kinase-Glo luminescence; inhibition, % at 11.9 µM; 0.4% of 360,000 active;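 active = inhibition above a per-plate cutoff of the control wells' mean inhibition plus 3 SD, cut at about 5.5% in these data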;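 note: 0% = DMSO wells median and 100% = median of wells with control inhibitor compound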
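System: purified T. brucei MetRS enzyme / Detection: Kinase-Glo luciferase luminescence reporting remaining unconsumed ATP / Medium: HEPES buffer with MgCl2, KCl, DTT, spermine, BSA, pyrophosphatase / Replication: singlicate, one well per compound / Evaluation: percent inhibition relative to median high and low control wells / Schedule: 2 h aminoacylation at 25 °C after 15 min preincubation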
Neddyl block: cullin neddylation inhibition; 0.58% of 360,000 active; AID 651699; TR-FRET cullin neddylation, biochemical; calls only at 25 µM; in the data active = inhibition above about 36%
CSN deneddyl inh: inhibitors of human CSN-mediated cullin deneddylation. Q92905. Purified CSN, SCF-Nedd8-OG deneddylation, fluorescence polarization. inhibition, % at 12.5 µM. 0.38% of 360,000 active;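 active = pattern-corrected inhibition above about 35%, with an unprinted fluorescence ratio check between 0.5 and 1.5, limit read from the data, passing the limit was not always enough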;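 note: 0% = enzyme with substrate and 100% = substrate without enzyme; some results filed as inactive read as strong as hits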
Target sequence (Q92905 whole entry, looked up, one chain of several): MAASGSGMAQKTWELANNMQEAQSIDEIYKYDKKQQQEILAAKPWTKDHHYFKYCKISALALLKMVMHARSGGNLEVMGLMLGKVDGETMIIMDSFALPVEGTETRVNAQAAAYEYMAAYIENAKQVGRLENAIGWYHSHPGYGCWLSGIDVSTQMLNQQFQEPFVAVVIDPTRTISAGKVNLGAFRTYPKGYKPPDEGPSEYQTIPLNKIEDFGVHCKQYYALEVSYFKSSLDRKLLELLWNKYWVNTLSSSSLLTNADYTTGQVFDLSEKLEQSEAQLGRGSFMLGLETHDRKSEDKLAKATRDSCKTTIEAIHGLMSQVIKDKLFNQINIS
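Test system: Human Csn5 produced in HEK293T cells | Compound: 12.5 µM single point | Times: 90 min, room temperature | Signal: Fluorescence polarization readout | Read-out basis: % inhibition of substrate cleavage by Csn5 | Controls: no-enzyme wells high, enzyme-with-substrate wells low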
* marks the source's active call; other numbers are inactive results; i = inactive; / = no result given; + = active, no number. The order is random. About 4% of those tested had a hit in this group.

SMILES	bovine MsrA act	FAS TE block	MLLE-PAM2 inh	eLon inh	Rin1 Abl inh	MsrA inhibitor	TbMetRS inhib	Neddyl block	CSN deneddyl inh
CCOC(=O)CN1N=C(/C=C/c2ccc(C)cc2)CCC1=O	-4	-4	-3	-9	-3	2.5	-1.4	i	-6
CCN(CC)CCCn1c2c(c(SCC(=O)Nc3cc(C)on3)nc1=O)CCC2	-7	-3	17	-3	0	0.3	-0.7	i	-2
O=C(Nc1ccc(Cl)c(S(=O)(=O)N2CCOCC2)c1)c1n[nH]c(=O)c2ccccc12	-2	-2	9	-3	6	-0.8	-0.2	i	-2
O=C(NCc1ccccc1)c1cccc(NC(=O)C2CCCCC2)c1	-2	-3	12	-5	-3	0.7	-0.3	i	4
Cn1c(CO)cnc1SCC(=O)c1ccc(Br)cc1	13*	-3	11	-11	2	1.7	0.1	i	-9
COc1cccc(CN2CCN(S(=O)(=O)c3ccc(NC(C)=O)cc3)CC2)c1OC	0	0	9	1	5	1.4	0.7	i	8
Cc1ccccc1-c1nnn(CC(=O)Nc2ccc3c(c2)OCO3)n1	-1	6	2	-1	3	0.7	0.4	i	8
Clc1ccc(N2CCOCC2)nn1	-6	-5	-1	3	4	0.3	-0.7	i	2
CCn1cc(C(=O)NCCc2ccc(Cl)cc2)c(=O)c2ccc(C)nc21	-13	1	8	9	1	0.0	-1.4	i	3
CC(=O)Nc1ccc(S(=O)(=O)N(Cc2ccccc2)c2ccccc2F)cc1	-2	11	20	1	2	3.3	0.2	i	2
Cc1cccc(C)c1NC(=S)NC(=O)c1cccc(Cl)c1	-3	28	17	-4	3	0.4	-0.4	i	1
CN(C)S(=O)(=O)c1ccc(NC(=O)COC(=O)c2n[nH]c3ccccc23)cc1	14*	-42	-3	-1	3	-0.8	0.1	i	5
Cc1ccc(C)c(N2CCN(S(=O)(=O)CC34CCC(CC3=O)C4(C)C)CC2)c1 (configuration not stated)	-1	23	10	-7	3	0.9	0.1	i	2
CCOc1ccc(N2C(=O)CC(N(Cc3ccco3)C(C)=O)C2=O)cc1 (configuration not stated)	-4	0	-10	-4	-1	-0.7	-0.5	i	0
C/C(Cl)=C/CSc1nn2c(=O)c3ccccc3nc2s1	1	-20	-13	-10	0	1.8	0.0	i	-3
CC(C)CN1C(=O)c2ccc(NC(=O)C3CC3)cc2C1=O	-1	-6	1	-11	1	-1.0	-0.1	+	1
O=c1cnnc(N/N=C/c2c[nH]c3ccccc23)[nH]1	0	-3	-4	3	-2	2.5	0.3	i	-9
CCOC(=O)C1CCN(C(=O)COC(=O)c2ccc(Br)o2)CC1	0	-1	-6	-1	-2	-1.5	-0.3	i	-1
Cc1cc(=O)oc2cc(NC(=O)c3cccc(S(C)(=O)=O)c3)ccc12	-8	-4	15	2	3	1.5	-0.4	/	1
C[C@H](NC(=O)c1ccccc1Cl)C(=O)OCC(=O)N1CC2(C)CC1CC(C)(C)C2 (some centres not stated)	0	-6	8	-7	-2	-1.4	-0.6	i	3
COc1cccc(OC)c1C(=O)Nc1sc2c(c1C(N)=O)CCCC2	-3	-6	19	-1	-1	0.1	-0.5	i	0
NC(N)=N/N=C/c1ccccc1Cl	-5	-8	-8	-3	-1	1.1	-0.6	i	1
C=CCN(CC=C)CCOc1ccc(C)cc1[N+](=O)[O-]	5	5	10	-3	0	0.3	-0.2	i	6
Oc1ccc(C=NNc2ccccn2)c(O)c1	-1	-5	9	-7	3	5.1*	-0.1	i	-3
COc1cc(SC)ccc1C(=O)Nc1c(C)cccc1C	0	4	3	1	1	1.7	-0.8	i	1
CCN1CCN(C(CNS(=O)(=O)c2ccc(C)cc2)c2ccccc2)CC1 (configuration not stated)	0	-4	8	-10	-3	0.4	-0.2	i	-3
Cc1cccc(-n2c(N)c(C(=O)N3CCN(C)CC3)sc2=S)c1	2	-13	3	5	-3	2.4	0.0	i	-1
COc1ccc(OC)c(-c2c3cc(O)c(=O)cc-3oc3cc(O)c(O)cc23)c1	-11	-37	i	+	55*	/	2.5	i	46*
CNC(=S)NNC(=O)c1cc(C(C)(C)C)nn1Cc1ccc(F)cc1	-3	1	-37	1	0	-0.6	0.1	i	3
Cc1ccc(C(=O)OCc2cn3ccccc3n2)cc1	-2	-1	-10	-6	2	-1.1	-0.7	i	-3
COc1cccc(CN2CCN(C(=O)c3ccco3)CC2)c1	-3	-5	7	-4	-2	0.2	0.1	i	-4
Cc1cccc(NC(=O)N2CCC(c3nc4ccccc4o3)CC2)c1	-3	0	-8	5	0	0.0	0.5	i	-7
Cc1ccccc1NCC(=O)N/N=C/C(Br)=C/c1ccccc1	-4	-3	-4	-5	8	3.0	1.3	i	2
O=C(c1c[nH]c2ccc(S(=O)(=O)N3CCOCC3)cc2c1=O)N1CCCC1	0	0	-14	-11	2	1.3	0.9	i	3
Cc1c(Cl)cccc1N/C(SCC(=O)N1CCCCCC1)=C(/C#N)c1nc2ccccc2s1	-3	31	11	-12	0	1.6	0.1	i	8
CCC(C)Sc1nc2ccccc2n1CC(=O)O (configuration not stated)	4	-4	1	-3	1	-0.5	0.7	i	-2
COC(=O)CSc1[nH]c2ccc(Br)cc2c1[N+](=O)[O-]	-1	-41	35	-3	5	0.7	-0.4	i	-1
Cc1ccc(-n2c(-c3ccc(Cl)cc3)n[nH]c2=S)cc1	-7	-4	-5	-11	-1	0.5	-1.0	i	6
CCOC(=O)N1CCN(c2nc3c(C)cccn3c(=O)c2C=O)CC1	1	-4	2	2	-4	0.7	-0.4	i	-1
COc1ccc(Cl)cc1C(=O)NNC(=O)c1cccs1	-1	-3	-4	0	0	0.2	-0.3	i	2

Reprinted at random: 5 records from the list, in no set order.
SMILES	bovine MsrA act	FAS TE block	MLLE-PAM2 inh	eLon inh	Rin1 Abl inh	MsrA inhibitor	TbMetRS inhib	Neddyl block	CSN deneddyl inh
Cc1ccc(C)c(N2CCN(S(=O)(=O)CC34CCC(CC3=O)C4(C)C)CC2)c1 (configuration not stated)	-1	23	10	-7	3	0.9	0.1	i	2
Cc1cc(=O)oc2cc(NC(=O)c3cccc(S(C)(=O)=O)c3)ccc12	-8	-4	15	2	3	1.5	-0.4	/	1
COc1ccc(Cl)cc1C(=O)NNC(=O)c1cccs1	-1	-3	-4	0	0	0.2	-0.3	i	2
NC(N)=N/N=C/c1ccccc1Cl	-5	-8	-8	-3	-1	1.1	-0.6	i	1
C=CCN(CC=C)CCOc1ccc(C)cc1[N+](=O)[O-]	5	5	10	-3	0	0.3	-0.2	i	6

Further entries follow:
SMILES	bovine MsrA act	FAS TE block	MLLE-PAM2 inh	eLon inh	Rin1 Abl inh	MsrA inhibitor	TbMetRS inhib	Neddyl block	CSN deneddyl inh
O=C(NN1CCOCC1)c1cc(-c2cccc(Cl)c2)nc2ccccc12	-8	-1	2	-9	0	/	-0.6	i	0
COc1ccccc1C(=O)NC(CCSC)C(=O)NCC(c1ccccc1OC)N1CCCC1 (configuration not stated)	2	-7	-6	-9	1	-0.1	-0.2	i	-2
CC(C)C(NC(=O)c1ccccc1F)C(=O)NCCc1ccccn1 (configuration not stated)	4	0	1	14	1	0.1	-0.9	i	4
Cc1ccccc1-n1ncc2c1CC(C)(C)CC2NC(=O)CN1CCCC1=O (configuration not stated)	-2	-4	-2	15	0	0.1	0.0	i	4
Cc1cccnc1NC(=O)CN1C(=O)COc2ccc(Cl)cc21	-2	0	-123	-12	0	-1.0	-0.3	i	5
COc1ccc(NC2CCCN(C(=O)c3c(C)noc3C)C2)cc1 (configuration not stated)	-6	-8	-10	-15	2	0.5	0.0	i	-3
COc1c(C)cc(C(=O)C2CCCN(C(=O)C3=C(C)OCCO3)C2)cc1C (configuration not stated)	-3	-7	3	5	-3	0.4	0.8	i	2
Cc1ccc(C)c(NC(=O)CCC(=O)NNS(=O)(=O)c2ccc(Cl)cc2)c1	-2	-4	8	11	1	-0.9	-0.2	i	-5
CCOC(=O)Cc1c(C)nc2cc(-c3ccc(C)cc3)[nH]n2c1=O	-4	-4	18	-4	-2	0.6	-0.8	/	-3
Cc1cc(N)n(-c2ncnc3scc(-c4ccc(Cl)cc4)c23)n1	-3	-2	-2	-10	-2	0.8	0.8	i	-2
Cc1cc(C(C)(C)C)oc1C(=O)N(CC(=O)NC1CCCC1)Cc1ccc(Cl)cc1	0	14	-5	4	0	0.0	-0.2	i	3
NCCc1nnc(SCc2ccccc2F)o1	0	-5	-4	1	-1	-0.6	-0.3	i	2
CCOC(=O)C(=CNc1cc(C)ccc1-n1cccc1)C(=O)OCC	-3	32	1	-9	-1	2.0	-0.2	i	-1
CN1CCC(C)(C(=O)Nc2ccc3c(c2)OCCO3)C1 (configuration not stated)	-1	-8	7	-3	-4	0.2	-0.2	i	5
O=C1C=CC2C(c3ccc4c(c3)OCO4)CC1N2Cc1ccccc1 (configuration not stated)	-4	-5	13	1	-3	0.3	-0.1	i	-2
Cc1cccc(C)c1-n1nnnc1-c1nc2cc(Br)ccc2[nH]c1=O	8.0*	0	/	-6	/	-0.6	3.6	i	3
Cc1cc2ccccc2c(=O)n1CC(=O)NCC(=O)N1CCCC(C)C1 (configuration not stated)	2	3	-1	11	1	0.1	-0.8	i	-3
COc1ccc(NC(=O)C2c3ccccc3OCC(=O)N2Cc2cccnc2)cc1 (configuration not stated)	3	-9	/	-7	/	0.1	-0.5	i	0
CCOC(=O)C1=C(CCc2ccccc2)NC(=O)NC1c1cccc([N+](=O)[O-])c1 (configuration not stated)	1	22	-4	-2	0	1.3	-0.2	i	-7
CC(C)n1nnnc1SCC(=O)N1CCN(C(=O)c2ccco2)CC1	0	-7	26	-4	-1	0.1	-0.5	i	-4
CN(Cc1cnn(C)c1)S(=O)(=O)c1cccc([N+](=O)[O-])c1	-1	2	-5	-2	4	-0.3	0.7	i	-2
COc1ccc(NC(=O)CO/N=C2/CCCc3nonc32)c(OC)c1	-12	2	-4	-4	1	0.8	-0.3	i	-6
Cc1ccc(S(=O)(=O)NCC(=O)OCC(=O)Nc2ccc(C)c(S(=O)(=O)N3CCOCC3)c2)cc1	-2	-6	7	-4	5	0.7	-0.4	i	-10
CCN(CC)S(=O)(=O)c1ccc(N2CCOCC2)c(NC(=O)c2cc3ccccc3oc2=O)c1	0	30	0	-5	-1	1.6	-0.5	i	3
Cc1nc(-c2ccc(F)cc2)c(CC(=O)N(C)CC(=O)Nc2ccccc2Br)s1	-7	-4	1	1	1	-1.0	-0.6	i	3
Cc1cc(F)ccc1C(O)c1ncc(-c2ccc(Oc3ccccc3)cc2)[nH]1 (configuration not stated)	-2	16	-15	-3	4	-0.9	-0.2	i	-3
O=C(Nc1nnc(C23CC4CC(CC(C4)C2)C3)s1)c1ccco1	0	-1	-8	7	-2	1.3	0.0	i	-1
CC(=O)Nc1ccc(S(=O)(=O)N(C)CC(=O)N/N=C/c2ccc(C(=O)O)cc2)cc1	-2	-5	7	-1	-2	-0.6	0.5	i	0
CCOc1ccc(CCNC(=O)c2cc3ccccn3n2)cc1OCC	0	-6	-7	-13	-1	1.1	0.0	i	1
NN1C(=O)/C(=C\c2ccco2)SC1=S	3	-2	19	-16	0	-0.1	0.5	i	38
O=C(c1cccs1)N(Cc1ccc(Cl)cc1)C1CCS(=O)(=O)C1 (configuration not stated)	-2	-3	11	0	-1	-0.8	0.0	i	-3
O=C(c1ccc(-c2ccc([N+](=O)[O-])cc2)o1)N1CCCCC1	-4	14	38	7	-1	2.6	0.0	i	4
